A549 viability: Nrf2 qHTS screen for inhibitors: counterscreen for cytotoxicity. A549 ARE-Fluc cells, CellTiter-Fluor viability, 18-24 h. Potency, µM (series often up to 46 µM), without a hit: top-dose activity change, negative = cytotoxicity, actives largely listed as inhibitors. 0.16% of 390,000 active. AID 504648, 2011; further: potency means the concentration at half of the fitted maximal effect; on the % scale 0 is the no-effect control and ±100 the full control effect
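A549 ARE-Fluc cells in 5% FBS OPTI-MEM, 5000 cells/well, rested 2 h then exposed to compounds in concentration-response for 18-24 h at 37 °C. Viability by CellTiter-Fluor fluorescence (Ex 405/Em 525) after 30 min; luciferase luminescence (BugLite, 15 min, RT) read afterwards.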
EPAC2 ag: qHTS for Agonist of cAMP-regulated guanine nucleotide exchange factor 4 (EPAC2): primary screen; 0.079% of 360,000 active; Potency, µM (series often up to 154 µM), inactives show top-dose activation, hits mostly activators; EPAC2 activation, biochemical qHTS; response scale: 100% = 6.5 mM cAMP response; further: potency means the concentration at half of the fitted maximal effect; nearly all actives have a fitted effect of over 50% in size
Target sequence (Q8WZA2 whole entry, looked up): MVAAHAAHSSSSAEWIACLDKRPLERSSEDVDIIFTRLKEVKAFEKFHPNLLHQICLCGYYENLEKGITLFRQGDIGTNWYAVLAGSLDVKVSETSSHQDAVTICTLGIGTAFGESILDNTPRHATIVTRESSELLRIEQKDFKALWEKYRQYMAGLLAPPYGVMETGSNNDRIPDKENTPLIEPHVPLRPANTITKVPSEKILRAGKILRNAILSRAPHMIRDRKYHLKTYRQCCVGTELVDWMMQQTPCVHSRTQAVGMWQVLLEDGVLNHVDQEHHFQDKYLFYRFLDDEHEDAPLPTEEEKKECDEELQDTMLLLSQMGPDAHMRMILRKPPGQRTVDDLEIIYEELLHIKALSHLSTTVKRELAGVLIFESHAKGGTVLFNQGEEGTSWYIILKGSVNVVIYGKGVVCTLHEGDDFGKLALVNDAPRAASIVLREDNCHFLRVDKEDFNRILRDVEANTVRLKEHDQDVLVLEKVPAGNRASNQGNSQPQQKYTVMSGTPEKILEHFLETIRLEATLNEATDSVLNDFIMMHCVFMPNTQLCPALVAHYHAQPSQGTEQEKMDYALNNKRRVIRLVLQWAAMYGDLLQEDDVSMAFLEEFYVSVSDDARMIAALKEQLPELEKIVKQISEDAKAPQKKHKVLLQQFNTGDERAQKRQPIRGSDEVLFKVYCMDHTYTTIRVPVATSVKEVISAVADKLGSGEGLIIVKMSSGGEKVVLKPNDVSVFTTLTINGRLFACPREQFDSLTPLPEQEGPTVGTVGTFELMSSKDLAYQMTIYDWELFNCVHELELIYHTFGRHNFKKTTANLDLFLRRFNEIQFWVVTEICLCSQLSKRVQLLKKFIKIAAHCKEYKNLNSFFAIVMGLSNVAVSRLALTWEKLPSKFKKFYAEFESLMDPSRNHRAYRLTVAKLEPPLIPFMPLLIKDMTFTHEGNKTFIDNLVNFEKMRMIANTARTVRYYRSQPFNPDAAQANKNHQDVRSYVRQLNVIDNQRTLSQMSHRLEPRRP
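Each well held 100 nM EPAC2, 250 nM RAP1B-BODIPY-GDP and 50 uM GDP. Fluorescence, read at 5-min intervals to 30 min, was referenced to a 6.5 mM cAMP positive control.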
IL-2 act: qHTS of IL-2 Activators; AID 652025, 2013; activation, % (series mostly up to about 46 µM); 0.065% of 360,000 active; IL-2 activation reporter assay, cell-based qHTS; stimulated with anti-CD3/CD4/CD28 beads; in transgenic mouse T cells; in the data active means activation above about 50%; inconclusive means mostly about 30% to 49%; further: 0% is about no effect
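Readout: EGFP and DsRed signals by fluorescent plate cytometry. Unstimulated transgenic mouse T cells received compound 60 min before antibody-bead stimulation, then incubated 18 h at 37 degrees C.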
Nrf2 inh: Nrf2 qHTS screen for inhibitors; Potency, µM (titrated, usually from 46 µM), for inactives: at the top dose activity change, negative = inhibition, hits mostly inhibitors; AID 504444, 2011; A549 ARE-Fluc reporter, luciferase luminescence, 18-24 h; 2.1% of 360,000 active; further: potency means the concentration at half of the fitted maximal effect; on the % scale 0 is the no-effect control and ±100 the full control effect; nearly all actives have a fitted effect of over 60% in size
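A549 ARE_Fluc cells, 5000/well, 5% FBS OPTI-MEM; compounds in dose-response, 18-24 h at 37 °C/5% CO2; CellTiter-Fluor viability read (Ex 405/Em 525), then BugLite luciferase luminescence = Nrf2 activity.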
Nrf2 ARE act: qHTS of Nrf2 Activators. AREc32 ARE-luciferase reporter (MCF7-derived line), luminescence, 24 h. Potency, µM (series often up to 46.1 µM), for the others: at the highest dose activation, most hits filed as activators. 0.31% of 410,000 active. AID 624171, 2012; further: potency means the concentration at half of the fitted maximal effect; % of control where 0% means no effect; nearly all actives have a fitted effect of over 65% in size
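ARE activation measured as luciferase luminescence (Steady-Glo, 30 min RT) in AREc32_Fluc cells after 24 hr compound exposure at 37 deg C, 5% CO2; cells seeded overnight at 1000/well in OPTI-MEM, 5% FBS.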
ATXN2 expr inh: Primary qHTS for Inhibitors of ATXN expression | AID 1745845, 2022 | 0.72% of 360,000 active | HEK-293 ATXN2-luciferase reporter, luminescence, 24 h | Potency, µM (highest dose often 57 µM), inactives show at the highest dose activity change, negative = inhibition, hits mostly inhibitors; further: potency means the concentration at half of the fitted maximal effect; on the % scale 0 is the no-effect control and ±100 the full control effect; nearly all actives have a fitted effect of over 55% in size
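ATXN2-luciferase reporter cells (luciferase flanked by upstream and downstream ATXN2 gene portions) were treated 24 h at 37 °C with compounds at up to 57 uM. SteadyGlo luminescence gave expression; GF-AFC fluorescence gave viability.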
S2 tox: Viability Counterscreen for Primary qHTS for Inhibitors of ATXN expression; Potency, µM (highest dose often 56.7 µM), usual class: cytotoxic; 0.49% of 400,000 active; S2 cells (HEK-293 line with an ATXN2-luciferase reporter) viability, CellTiter-Fluor protease fluorescence, 24 h; AID 651635, 2014; further: potency means the concentration at half of the fitted maximal effect; nearly all actives have a fitted effect of over 40% in size
HepG2 tox: qHTS for Inhibitors of TGF-b: Cytotox Counterscreen; HepG2 CAGA-GFP viability, ATP luminescence, 18 h; Potency, µM (series often up to 46.1 µM), for inactives: at the top dose activity change, negative = cytotoxicity, hits mostly cytotoxic; 0.76% of 410,000 active; further: potency means the concentration at half of the fitted maximal effect; some results filed as inactive show a strong effect at the top dose
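CellTiter-Glo luminescence gave cytotoxicity after 18 hours at 37 degrees C. The cells were HepG2 CAGA-GFP in 1% FBS DMEM, stimulated with 500 pg/mL TGF-beta after compound addition. %Activity was normalised to no-cell wells (complete cell-killing) and DMSO (no toxicity), and curves were fitted and classified.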
TGFb SMAD3 inh: qHTS for Inhibitors of TGF-b; 1.2% of 410,000 active; Potency, µM (titrated, usually from 46.1 µM), for the others: top-dose activity, negative = inhibition, actives largely listed as inhibitors; HepG2 CAGA-GFP TGF-b/SMAD3 reporter, GFP fluorescence, 18 h; TGF-beta stimulated, 500 pg/mL final; further: potency means the concentration at half of the fitted maximal effect; on the % scale 0 is the no-effect control and ±100 the full control effect; nearly all actives have a fitted effect of over 65% in size
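Inhibition of TGF-beta-driven CAGA-GFP reporter expression in HEPG2 cells is measured by cellular GFP fluorescence after 18 h stimulation with 500 pg/mL recombinant TGF-beta in 1% FBS medium at 37 degrees C.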
An asterisk follows results filed as active; i = inactive; ? = inconclusive; . = no result given; [ ] = another dose, or the depositor's remark. Unless noted, the call rests on the fitted dose curve; in most records, active means well fitted curve in the direction sought with a large enough effect; inconclusive means small, poorly fitted or top-dose-only effect, or another doubt; inactive means no such curve, though single readings can be large; an effect the other way counts as inactive or inconclusive.

The first 2 records (preview)
SMILES	A549 viability	EPAC2 ag	IL-2 act	Nrf2 inh	Nrf2 ARE act	ATXN2 expr inh	S2 tox	HepG2 tox	TGFb SMAD3 inh
O=C(O)c1cccc2c1C(=O)c1ccc(N3CCCCC3)cc1S2(=O)=O	-6.4%	11.7%	-0.2	-7.4%	-1.6%	8.4%	i	-0.5%	-5.8%
CCCN(C#N)c1nc(NCC)nc(NC(C)C)n1	13.7%	-11.2%	-1.1	.	0.8%	5.3%	i	-34.2%	10.6%

This part in full, previewed entries included:
SMILES	A549 viability	EPAC2 ag	IL-2 act	Nrf2 inh	Nrf2 ARE act	ATXN2 expr inh	S2 tox	HepG2 tox	TGFb SMAD3 inh
O=C(O)c1cccc2c1C(=O)c1ccc(N3CCCCC3)cc1S2(=O)=O	-6.4%	11.7%	-0.2	-7.4%	-1.6%	8.4%	i	-0.5%	-5.8%
CCCN(C#N)c1nc(NCC)nc(NC(C)C)n1	13.7%	-11.2%	-1.1	.	0.8%	5.3%	i	-34.2%	10.6%
Cn1c2ccccc2c(=O)c2cc(C#Cc3cccc(N)c3)ccc21	-18.2%	14.8%	0.1	?	21.7%	31.0%[activator]	?	-9.3%	7.6%
CN(C)Cc1ccc(CNC(=O)COc2ccc3ccccc3c2)cc1	-1.3%	27.7%	0.6	4.2%	0.0%	2.8%	i	-24.0%	-16.9%
COc1cc(/C=C/C(=O)O)cc(S(=O)(=O)N(C)CCO)c1OC	-1.4%	3.8%	-3.4	?	0.7%	-7.8%	i	7.9%	-11.4%
CSc1ccccc1NC(=O)CN(C)S(=O)(=O)c1ccc(F)cc1	5.3%	9.6%	-2.3	0.5%	0.3%	.	.	4.9%	-9.8%
Cc1cc(/C=N\O)c(C)n1-c1ccncc1	-1.6%	-4.3%	0.0	7.2%	-0.9%	4.9%	i	-4.4%	6.1%
N#Cc1ccc(Nc2nc(-c3ccccc3)cs2)cc1	.	8.9%	-0.5	.	-0.4%	?	?	-48.0%	?
O=C1CC(Sc2ccc(Cl)cc2)C(=O)N1c1ccc2c(c1)OCCO2 (stereo not given)	-1.4%	-1.1%	-7.5	-9.5%	16.4%	-27.8%	?	-19.4%	0.0%
Cc1cccc(NC(=O)c2ccccc2C(=O)O)c1	-10.4%	8.9%	0.2	?	-0.1%	15.5%	i	-43.0%	-11.5%
CC1CCCCN1C(=O)CSc1nnc(-c2cccs2)o1 (stereo not given)	3.7%	7.6%	-2.5	?	-0.5%	-10.0%	i	-24.1%	-21.8%
CCOC(=O)C1=C(C)NC2=C(C(=O)CCC2)C1c1ccc(N(C)C)cc1 (stereo not given)	-5.2%	4.7%	-1.6	3.4%	0.2%	5.2%	i	-21.9%	3.0%
CN(C)CCNC(=O)c1onc(CSc2nc3ccccc3[nH]2)c1C(=O)NCCN(C)C	-5.1%	-0.3%	0.5	4.2%	-0.8%	8.9%	i	1.6%	5.3%
COc1ccccc1N1CCN(S(=O)(=O)c2cccc(F)c2)CC1	-2.8%	1.7%	-1.3	3.5%	0.2%	.	.	0.4%	6.5%
CC(C)(C)c1ccc(OCC(=O)N2CCN(C=O)CC2)cc1	6.6%	-17.8%	0.6	.	0.3%	5.3%	i	2.5%	0.0%
Cc1c(C(=O)N(C)CCOc2ccccc2)oc2c(Cl)cccc12	5.8%	-0.4%	-2.8	1.4%	2.1%	16.6%	i	-3.8%	0.0%
Cc1ccc(CS(=O)(=O)CCC(=O)NCC2CCCO2)cc1 (stereo not given)	-5.4%	9.2%	-0.8	?	-0.1%	-3.7%	i	-0.2%	-6.6%
COc1cc(C(=O)N2CCC2(C)C(=O)O)cc(OC)c1OC (stereo not given)	.	2.4%	-0.3	.	0.4%[9.22 µM]	3.3%	i	-0.5%	10.0%
CCOCc1nnc(NC(=O)CSc2ccccc2)s1	-7.8%	1.3%	-0.6	-4.2%	-0.4%	-1.8%	i	0.6%	1.8%
CCOC(=O)N1CCN(C(=O)c2ccc3c(=O)n(CCC4=CCCCC4)c(=O)[nH]c3c2)CC1	-4.9%	-11.0%	1.4	?	0.4%	-20.1%	i	-30.4%	0.0%
NC(=O)C1CCN(C(=O)NC2CC(=O)N(c3ccc4c(c3)OCCO4)C2)CC1 (stereo not given)	7.4%	4.1%	0.6	5.3%	-0.2%	-9.6%	i	9.3%	3.9%
Cc1cc(NC(=O)CCC(=O)N(C2CC2)C2(C(=O)NC3CCCC3)CCC(C)CC2)no1 (stereo not given)	-17.8%	1.6%	-1.0	-29.9%	-0.4%	-5.7%	i	-37.5%	0.9%
Cc1ccccc1NS(=O)(=O)c1c(C(=O)N2CCCCCC2)c(C)n(C)c1C	-0.5%	-2.6%	-1.6	17.2%	-0.2%	2.0%	i	6.4%	12.3%
CC1=C(C)CC(C(=O)N2CCN(Cc3ccc4c(c3)OCO4)CC2)C(C(=O)O)C1 (stereo not given)	-1.7%	6.8%	-0.7	24.5%	-0.5%	0.2%	i	-6.9%	3.2%
CN(C(=O)Cn1cc(S(=O)(=O)N2CCN(c3ccccc3F)CC2)c2ccccc2c1=O)c1ccc(Cl)cc1	-2.7%	.	.	13.1%	0.2%	4.4%	i	1.2%	-21.8%
OCCN(CCO)c1ccc2ccccc2c1	-0.8%	1.0%	-0.6	-6.3%	-0.6%	7.5%[11.3 µM]	i	-5.7%	-7.7%
O=S(=O)(c1cccc(-c2n[nH]c(=S)n2Cc2ccccc2)c1)N1CCOCC1	2.7%	12.1%	-2.7	-12.8%	0.1%	-3.1%	i	-20.5%	-14.9%
CN(C)C(=O)c1ccc(COc2ccccc2Br)o1	10.0%	-1.7%	0.1	?	9.4%	75.5%[activator]	i	1.2%	4.9%
CCOC(=O)CNC(=O)CSc1nc(C)cc(C)c1C#N	0.7%	-5.7%	-1.9	-17.4%	0.3%	5.1%	i	-2.5%	7.3%
Cc1cc(C(=O)OC(C(=O)Nc2ccc(C)c(Cl)c2)c2ccccc2)c(C)o1 (stereo not given)	3.2%	7.3%	-2.7	-17.0%	0.8%	1.1%	i	-10.1%	?
CCCCOc1ccccc1C(=O)Nc1onc2c1CCCC2	9.0%	.	.	-27.9%	11.9%	-8.6%	i	-21.8%	-16.7%
O=c1cc(-c2ccccc2)nc2nc(-c3ccco3)[nH]n12	-0.5%	1.3%	-0.7	.	?	-9.8%	i	-1.1%	21.1%
O=C(c1ccccc1)N1CCCCC(Sc2nnnn2-c2ccccc2)C1=O (stereo not given)	-0.9%	18.1%	-1.0	11.5%	-0.5%	-22.3%	i	-10.6%	-24.5%
CCC(C)n1c(=N)c(C#N)cc2c(=O)n3cccc(C)c3nc21 (stereo not given)	1.5%	27.7%	-1.6	-5.3%	-0.4%	-17.4%	.	3.3%	?
CCn1nc(C(=O)Nc2cccc3ccccc23)c(Cl)c1Cl	8.7%	8.8%	-3.1	10.5%	7.08µM*	-22.2%	i	-6.4%	6.3%
Cc1c(Cl)cccc1-n1cnc(=O)c2ccccc21	-12.3%	4.6%	1.0	0.4%	-1.0%	-10.6%	i	3.6%	-10.1%
COCCCN(C(=O)CSCC(=O)Nc1ccc(C)cc1)c1c(N)n(Cc2ccccc2)c(=O)[nH]c1=O	2.9%	10.7%	2.1	-13.3%	0.7%	.	i	-0.4%	-11.2%
COc1ccc(NC(=O)[C@H](Cc2c[nH]c3ccccc23)NC(=O)[C@@H]2Cc3ccccc3CN2)cc1	-1.9%	6.3%	1.1	?	0.4%	8.9%	?	-17.1%	-2.3%
O=C1C(c2ccccc2)C2C=CC(C2)N1O (stereo not given)	14.3%	15.1%	1.6	-5.5%	-0.1%	-15.9%	i	-6.0%	-0.2%
O=C(CNS(=O)(=O)c1ccccc1)OCC(=O)c1ccc([N+](=O)[O-])cc1	8.3%	5.4%	0.0	-2.0%	-0.4%	-14.7%	i	1.3%	-14.7%
COc1ccc(NC(=O)C2CCN(c3ncnc4c3nc3n4CCCCC3)CC2)cc1Cl	-5.0%	-0.7%	-5.8	-5.8%	-0.3%	-16.7%	?	1.0%	-22.9%
O=C(CSc1ncn[nH]1)NCCc1ccccc1	-0.3%	-4.2%	-0.8	2.8%	0.0%	3.7%	i	-16.7%	-7.1%
CCc1nc(N2CCN(C(=O)c3ccco3)CC2)c(C#N)c2c1COC(C)(C)C2	-9.7%	4.3%	-2.8	14.6µM*	0.0%	-16.8%	i	-9.9%	-4.6%
O=C(CSc1nc2nc(-c3cccs3)cc(C(F)(F)F)c2c(=O)[nH]1)Nc1ccc(F)c(F)c1	-14.2%	-7.7%	-0.1	?	4.6%	?	i	-54.2%	?
NC(=O)c1cc(Sc2ccccc2)nc2ccccc12	-0.2%	2.8%	-0.1	-4.6%	1.7%	19.3%	i	0.4%	6.5%
Oc1cccc(Nc2nc(N3CCOCC3)nc(N3CCOCC3)n2)c1	-6.3%	6.8%	-0.5	2.4%	2.8%	-13.5%	?	-35.2%	14.3%
O=C(CCS(=O)(=O)c1ccc(Br)s1)Nc1ccccc1Br	-8.6%	10.4%	-0.1	-4.3%	6.7%	-6.9%	i	-0.4%	4.0%
COc1ccc(CNC(=O)Nc2ccc(C)c(C)c2)cc1	11.8%	7.6%	2.3	-25.8%	3.0%	.	i	18.1%	10.5%
COc1ccc(CN(C)CCCn2cnc3c(OCc4ccccc4)ncnc32)cc1	-1.2%	5.3%	-0.5	29.7%	5.5%	-23.9%	i	-15.9%	-24.1%
COc1ccc(Cl)cc1N1C(=N)SCC1=O	-0.6%	-0.5%	-0.6	1.8%	-0.6%	-22.4%	i	5.9%	-3.1%

Bioassay records (PubChem BioAssay)

Compounds were not picked by outcome. About 4.3% of those tested had a hit in this group.
